# Source: PubChem (several laboratories)
# GC-A act – GC-A (human) enzyme activation | AID 1671463 | P16066 | HEK293 GC-A cells, cGMP TR-FRET, EC30 ANP; 0% at EC30 ANP, 100% saturating ANP | hit rate 0.14% among 370,000 | activation, % at 10 µM; in the data active = activation above about 40%
# Target sequence (P16066 whole entry, looked up): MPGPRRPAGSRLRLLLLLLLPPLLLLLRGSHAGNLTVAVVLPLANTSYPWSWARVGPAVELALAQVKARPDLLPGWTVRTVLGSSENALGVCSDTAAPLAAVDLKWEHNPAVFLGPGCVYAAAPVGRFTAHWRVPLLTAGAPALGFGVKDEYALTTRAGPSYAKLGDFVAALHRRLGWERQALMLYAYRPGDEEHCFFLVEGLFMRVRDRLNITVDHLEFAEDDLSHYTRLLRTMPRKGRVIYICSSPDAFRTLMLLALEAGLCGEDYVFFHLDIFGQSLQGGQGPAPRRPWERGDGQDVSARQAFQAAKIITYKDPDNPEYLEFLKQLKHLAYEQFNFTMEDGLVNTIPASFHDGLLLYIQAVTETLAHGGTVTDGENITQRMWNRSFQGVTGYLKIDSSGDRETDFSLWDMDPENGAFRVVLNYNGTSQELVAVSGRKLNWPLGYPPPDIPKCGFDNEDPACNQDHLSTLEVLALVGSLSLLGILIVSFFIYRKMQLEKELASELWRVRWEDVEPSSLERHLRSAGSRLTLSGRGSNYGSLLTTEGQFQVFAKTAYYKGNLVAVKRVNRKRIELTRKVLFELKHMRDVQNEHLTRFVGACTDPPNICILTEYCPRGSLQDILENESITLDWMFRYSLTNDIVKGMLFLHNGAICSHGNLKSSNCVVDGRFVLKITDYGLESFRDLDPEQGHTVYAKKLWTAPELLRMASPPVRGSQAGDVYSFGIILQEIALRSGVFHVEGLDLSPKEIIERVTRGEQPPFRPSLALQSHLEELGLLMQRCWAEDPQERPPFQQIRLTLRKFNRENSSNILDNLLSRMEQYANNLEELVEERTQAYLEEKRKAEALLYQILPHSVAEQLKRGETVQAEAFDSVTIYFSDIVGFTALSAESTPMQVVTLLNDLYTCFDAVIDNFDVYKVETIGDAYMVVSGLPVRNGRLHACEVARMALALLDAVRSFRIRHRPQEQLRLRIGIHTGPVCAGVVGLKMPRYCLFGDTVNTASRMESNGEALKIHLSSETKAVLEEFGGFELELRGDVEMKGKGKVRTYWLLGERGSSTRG
# DAX1 inh-1 – DAX1 (NR0B1) inhibition, primary screen. HEK293T StAR-luciferase reporter, SF-1/DAX-1 repression relief. inhibition, % at 6.8 µM. AID 652010. hit rate 1.1% among 370,000;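 active = inhibition above the mean over all tested compounds plus 3 SD, cut at about 3.6% in these data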;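 also: 0% = DAX-1 cells with DMSO and 100% = cells lacking DAX-1 with DMSO; higher inhibition means more luminescence from relief of DAX-1 repression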
# GAA850 FXN act – frataxin GAA850 promoter activation; HEK293 lucGAA850 FXN promoter luciferase reporter, 24 h; percent of 10 µM SAHA response; activation, % at 6 µM; hit rate 0.56% among 360,000;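 active = activation above the average of all compounds screened plus 3 SD, cutoff fixed separately per campaign, cut at about 7.5% in these data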;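 also: 0% = DMSO wells and 100% = 10 µM SAHA wells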
# SMARCA2 activ – SMARCA2 function activation, primary screen. hit rate 1% among 370,000. AID 652017. activation, % at 9.1 µM. MG213 cells, MMTV-luciferase reporter, dexamethasone, overnight; in the data active = activation above about 7.8%;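 also: 0% = vehicle wells and 100% = reference activator wells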
# sPLA2-III inh – Inhibits HGIII-sPLA2 liposome hydrolysis, primary screen. Q9NZ20. inhibition, % at 12.2 µM. AID 743126. hit rate 0.56% among 370,000. QFRET BODIPY PC-A2 liposome hydrolysis, fluorescence;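 active = inhibition above mean plus 3 SD of compounds lying within the high and low control bounds, cut at about 19% in these data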;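 also: 0% = median of test compound wells and 100% = no enzyme DMSO wells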
# proKLK7 act – proKLK7 (human) activation, primary screen. AID 652039. P49862. activation, % at 7 µM. hit rate 0.9% among 370,000. purified proKLK7, EDANS-DABCYL substrate fluorescence; 100% is mature enzyme control, 0% vehicle;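 active = activation above the mean of all tested compounds plus 3 SD, computed per campaign excluding outliers beyond control limits, cut at about 13% in these data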
# hcDAF12 agonist – activators of H. contortus DAF-12 nuclear receptor; HEK293 hcDAF-12 lit1-tk-luc reporter, luminescence; 0% DMSO, 100% Δ7-dafachronic acid; activation, % at 6.8 µM; hit rate 1.4% among 370,000; AID 652067;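 active = activation above the mean of all tested compounds plus 3 SD, cut at about 5.5% in these data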;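 also: 100% = response to 3 µM Δ7-dafachronic acid high control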
# DAX1 inh-2 – inhibits human nuclear receptor DAX1; inhibition, % at 6.75 µM; hit rate 0.99% among 340,000; HEK293 Gal4-DAX1 luciferase reporter, luminescence; AID 504766;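 active = inhibition above the mean over all tested compounds plus 3 SD, cut at about 4.2% in these data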;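 also: 0% = DAX1-transfected cells with DMSO and 100% = empty-vector control cells with DMSO; inhibition shows as a rise in luminescence from relieved DAX1 repression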
# NPR2 activator – GC-B (human) receptor activation | HEK293-GC-B cells, CNP EC30, cGMP TR-FRET; 0% at EC30 CNP, 100% saturating CNP | activation, % at 10 µM | hit rate 0.11% among 370,000;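 active = activation at 10 µM reaching about 35% in either raw or pattern-adjusted values, limit read from the data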
# hgDAF-12 ag – agonists of H. glycines DAF-12 nuclear receptor; HEK293 GAL4-hgDAF12 UAS-luciferase reporter, agonist luminescence; normalized to butyrate control; hit rate 1.8% among 370,000; activation, % at 6.8 µM;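 active = activation above a cutoff set at the mean of all screened compounds plus 3 SD, cut at about 10% in these data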;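 also: 0% = DMSO wells and 100% = sodium butyrate wells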
# ssDAF-12 act – activates DAF-12 receptor from parasite S. stercoralis | AID 652126 | HEK293 ssDAF-12/GRIP1 lit1-tk-luc reporter, luminescence; % of 3 µM dafachronic acid response | hit rate 1% among 370,000 | activation, % at 6.8 µM;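 active = activation above the mean over all tested compounds plus 3 SD, cut at about 0.9% in these data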;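 also: 0% = DMSO-only wells and 100% = 3 µM delta7-dafachronic acid wells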
# The depositor's hits bear a star; nt = no result given.
[1] COc1ccc(OC)c(NC(=O)c2ccc3c(c2)OCO3)c1
[2] CCN(CC(=O)Nc1ccc(OC)c(OC)c1)CC(=O)Nc1ccccc1C(F)(F)F
[3] CC(C)N(CCc1ccncc1)C(=O)Nc1ccc(Cl)c(Cl)c1
[4] Cc1ccc(C(C(=O)NC2CCCCC2)N(Cc2ccccc2)C(=O)Cc2c[nH]c3ccccc23)o1 (stereo not given)
[5] Cc1cccc(C(=O)NC2CCN(S(=O)(=O)c3ccccc3F)CC2)c1
[6] Cc1nc(N2CCN(Cc3ccc(Cl)cc3)CC2)c2oc3ccccc3c2n1
[7] CCCc1nnc(SCC(=O)N2CCCC(C)C2)n1CCOC (stereo not given)
[8] COCC(C)NC(=O)CCS(=O)(=O)c1nc(-c2ccc(OC)cc2)cc(C(F)(F)F)n1 (stereo not given)
screen / no.,1,2,3,4,5,6,7,8
GC-A act,0.6,2.0,-4.8,-15.1,1.7,1.6,-2.1,20.8
DAX1 inh-1,-0.1,-1.4,0.7,-1.3,-0.4,-0.7,1.2,-0.7
GAA850 FXN act,1.4,0.5,-1.4,0.5,1.6,-0.4,2.8,5.6
SMARCA2 activ,-0.5,-1.5,-0.1,-2.5,-1.2,-4.8,1.0,4.8
sPLA2-III inh,0.9,4.8,-10.1,-87.6,-2.4,-0.6,-1.4,-0.5
proKLK7 act,0.4,0.3,0.0,0.4,0.0,-0.5,-0.5,-0.1
hcDAF12 agonist,1.4,-3.0,-1.4,-2.4,-3.2,-3.0,1.3,-1.6
DAX1 inh-2,1.5,-1.2,1.1,-0.7,4.3*,0.1,2.4,1.0
NPR2 activator,1.3,-4.3,-2.8,-8.1,0.0,-9.6,4.5,-4.1
hgDAF-12 ag,1.6,-0.1,0.9,-0.6,-2.1,-3.3,-0.7,-0.3
ssDAF-12 act,-0.7,-0.7,-1.3,-1.4,-1.6,-2.4,-1.3,-0.9

[9] CCCCCOC(=O)C1C(c2ccccc2)C(C(=O)O)C1c1ccccc1 (stereo not given)
[10] CCOC(=O)/C(C#N)=C/Nc1ccccc1NS(=O)(=O)c1cccc(C(C)=O)c1
[11] COc1ccc([C@H]2CC(=O)C=C(c3ccc(Cl)c(F)c3)C2)cc1
[12] C=C[C@@H]1c2c(F)cccc2N(S(=O)(=O)c2ccc(C)cc2)[C@H](c2ccc(OC(C)=O)cc2)C1(C#N)C#N
[13] Cc1ccccc1C(=O)Nc1ccc(Br)c(C)n1
[14] CCc1ccc(CNCc2cccnc2)cc1
[15] CCc1ccc2[nH]c(=O)c(CN(Cc3ccco3)C(=S)NCC3CCCO3)cc2c1 (stereo not given)
[16] O=C(COC(=O)Cc1ccc(S(=O)(=O)N2CCCCC2)s1)Nc1ccc2c(c1)OCO2
screen / no.,9,10,11,12,13,14,15,16
GC-A act,-3.6,0.5,0.7,0.5,3.6,3.9,-9.5,0.0
DAX1 inh-1,-0.3,-0.5,0.1,-1.0,0.2,-0.3,-0.5,-1.2
GAA850 FXN act,-1.9,0.3,2.8,0.9,2.6,-1.7,-1.2,-0.2
SMARCA2 activ,-4.4,-4.1,0.2,0.9,-1.1,0.1,-0.1,-5.4
sPLA2-III inh,-13.1,-7.9,-3.8,-3.9,9.5,-5.6,-2.9,-25.2
proKLK7 act,0.4,0.4,0.1,-0.2,0.4,0.2,0.0,-0.5
hcDAF12 agonist,-2.4,3.4,-1.6,-1.5,1.9,-2.2,-1.1,-0.3
DAX1 inh-2,-1.1,-0.9,0.1,0.4,0.2,0.9,-0.1,0.4
NPR2 activator,-4.9,2.7,3.1,1.7,-4.5,0.3,4.1,1.9
hgDAF-12 ag,-2.0,-0.9,1.4,3.3,5.4,3.1,-3.1,-0.8
ssDAF-12 act,-0.7,-1.1,-1.4,-1.9,-1.2,-1.1,-0.6,-0.7

[17] CC(CCC(=O)O)C1CC[C@H]2C3CCC4CC(=O)CCC4(C)[C@H]3CC(=O)C12C (stereo not given in full)
[18] CS(=O)(=O)Nc1ccc(C(=O)CSc2nnc(C3CC3)n2C2CC2)cc1
[19] COc1ccc(CNC(=O)CN(C(=O)c2csnn2)c2cccc(C(C)=O)c2)cc1
[20] O=C(O)c1cc(NC(=O)c2ccc3c(c2)C(=O)N(Cc2cccnc2)C3=O)cc(C(=O)O)c1
[21] CCOc1ccccc1N(C(=O)Cn1nnnc1-c1ccc(C)o1)C(CC)C(=O)NC(C)(C)C (stereo not given)
[22] O=C1Nc2ncccc2OC1CCO (stereo not given)
[23] COc1ccc2c(c1)OC[C@H]1[C@@H]2N2C(=O)[C@@H](C)NC(=O)[C@@]2(C)[C@H]1c1ccccc1
[24] Cc1c(C(=O)OCCOc2ccc(Br)cc2)sc(=S)n1C
screen / no.,17,18,19,20,21,22,23,24
GC-A act,2.1,0.2,1.8,3.4,nt,-1.8,-3.9,2.4
DAX1 inh-1,-0.4,-1.4,0.5,1.2,-0.3,-0.5,-0.3,-0.5
GAA850 FXN act,4.1,0.6,0.4,-0.5,-4.2,-0.5,0.3,-0.1
SMARCA2 activ,-4.0,-2.7,0.5,1.3,0.7,0.0,0.2,-2.6
sPLA2-III inh,12.9,5.3,0.3,-1.0,-0.1,3.6,-3.0,1.1
proKLK7 act,-0.1,0.1,-0.1,0.5,0.0,-1.2,0.0,0.1
hcDAF12 agonist,-0.3,0.0,-1.0,1.0,-1.0,-1.6,1.0,-2.6
DAX1 inh-2,0.3,1.3,1.1,0.0,-1.8,-0.4,-0.5,-0.5
NPR2 activator,-6.2,1.0,-2.9,1.3,nt,-0.2,-3.5,-1.7
hgDAF-12 ag,-0.3,0.8,-1.3,1.8,-0.8,-0.7,-0.6,0.5
ssDAF-12 act,-1.3,-1.3,-0.4,-0.7,-1.3,-1.3,-1.1,-2.0

[25] Cc1ccc([N+](=O)[O-])cc1S(=O)(=O)Nc1ccc(OCC(=O)N2CCOCC2)cc1
[26] CC(C)CCNC(=O)c1onc(CSc2ccc(F)c(F)c2)c1C(=O)NCCC(C)C
[27] CC(C)CCNC(=O)CN(C(=O)CCC(=O)Nc1ccccn1)c1ccc2c(c1)OCO2
[28] CC1CCCN(C(=O)C2CCN(S(=O)(=O)c3ccccc3)CC2)C1 (stereo not given)
[29] COCCNC(=S)N(C)[C@H]1C[C@H]2c3[nH]c4c(-c5ccc6c(c5)OCO6)cccc4c3CCN2C[C@H]1[C@H](C)O
[30] Cc1cccc(C)c1NC(=O)C1C(c2ccccc2)=Nc2ccccc2N1C(=O)c1cnccn1 (stereo not given)
[31] C=CCNC(=O)Nc1ccc(Cl)cn1
[32] O=C(COc1cccc2c1CCN(Cc1ccc(Cl)cc1)C2=O)N1CCOCC1
screen / no.,25,26,27,28,29,30,31,32
GC-A act,0.8,-1.0,1.3,-5.1,-9.9,-1.2,0.5,6.3
DAX1 inh-1,-1.9,0.6,0.5,-0.8,-0.8,1.1,0.9,-0.5
GAA850 FXN act,-0.3,0.8,-2.1,1.1,nt,nt,1.1,0.0
SMARCA2 activ,-0.6,1.2,-0.4,0.8,-3.5,-5.0,-3.8,-5.1
sPLA2-III inh,-5.9,4.6,-0.6,2.2,-8.1,5.1,3.9,-3.3
proKLK7 act,0.6,0.8,0.4,-1.0,1.1,0.4,-0.2,0.0
hcDAF12 agonist,-0.8,1.1,0.1,0.2,-3.3,0.3,-1.0,-1.1
DAX1 inh-2,0.5,2.0,0.9,-0.3,nt,nt,-0.4,0.2
NPR2 activator,-5.1,-1.6,0.4,-0.7,-1.8,3.9,0.1,-0.3
hgDAF-12 ag,-2.6,-0.4,1.5,1.0,2.5,5.6,-2.0,-3.7
ssDAF-12 act,-1.0,-1.4,0.2,-0.5,-1.3,-0.5,0.2,-1.8

[33] CCCc1cc(=O)[nH]c(SCC(=O)c2c(N)n(CC(C)C)c(=O)n(C)c2=O)n1
[34] Cc1ccc(OCC(=O)N2CCc3ccccc3C2)cc1C
[35] COc1cccc(NC(=O)OCCN2CCN(Cc3ccccc3)CCC2=O)c1
[36] Cc1ccc2cc(C)c(N3CCN(c4ccc(F)cc4)CC3)nc2c1
[37] Cc1ccc(NC(=O)Cn2nnc(C(=O)NCc3cccs3)c2N)cc1
[38] NC(N)=NC1=NC(=O)/C(=C/c2ccccc2-n2cccn2)S1
[39] CN(C)CCOc1ccc2c(c1)Sc1ccccc1CC2=O
[40] O=C(NCCN1CCOCC1)c1cn(-c2ccccc2)nc1-c1cccs1
screen / no.,33,34,35,36,37,38,39,40
GC-A act,-6.7,4.4,-1.6,-4.3,7.3,0.9,-5.9,0.1
DAX1 inh-1,1.1,-0.5,-0.5,-0.3,-0.5,1.3,0.4,-0.5
GAA850 FXN act,-0.9,1.2,0.0,1.0,-1.8,-0.5,-1.6,-0.7
SMARCA2 activ,-1.2,-6.2,0.2,2.1,-2.2,-3.2,0.7,-0.9
sPLA2-III inh,0.0,9.1,-1.3,-7.6,-1.7,6.3,-24.3,-2.5
proKLK7 act,-0.5,-0.9,0.6,-0.6,0.5,0.8,3.7,0.8
hcDAF12 agonist,0.1,2.3,-2.5,-1.0,0.2,2.1,0.0,-2.0
DAX1 inh-2,-0.2,1.9,0.1,0.7,-1.2,0.6,0.7,-1.5
NPR2 activator,-7.6,0.2,-3.4,-3.1,3.8,2.0,1.4,1.8
hgDAF-12 ag,1.9,-0.6,-1.8,-2.0,-1.7,-2.2,2.2,-1.6
ssDAF-12 act,-0.5,-0.5,-1.0,-0.6,-1.5,-1.2,-1.4,-0.4

# Compounds were not picked by outcome; any-hit rate near 6.7%.
